# Screening results: PubChem BioAssay, National Center for Advancing Translational Sciences (NCATS)
# Tb PFK inh – qHTS Assay to Find Inhibitors of T. brucei phosphofructokinase; ATP-dependent 6-phosphofructokinase (Trypanosoma brucei brucei), O15648; T. brucei PFK, ADP-Glo luminescence; Potency, µM (titrated, usually from 57.5 µM), without a hit: at the highest dose activity, negative = inhibition, actives largely listed as inhibitors; actives 0.17% (n = 330,000); AID 485367, 2010;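 further: potency means the concentration at half of the fitted maximal effect; 0% = uninhibited 1x PFK enzyme wells and -100% = no-enzyme wells; nearly all actives have a fitted effect of over 60% in size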
#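 ADP-Glo luminescence quantified ADP after 45 min at room temperature, with 1.25 nM T. brucei PFK, 0.1 mM ATP and 0.5 mM fructose-6-phosphate in pH 8.0 TEA buffer. qHTS titrations up to 57 µM; curves classified by quality.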
# TRPV1 agonist – HTS Assay for Compounds that Act as Agonists of the Vanilloid Receptor 1. Transient receptor potential cation channel subfamily V member 1 (Homo sapiens), Q8NER1. activation, % at 8.33 µM. actives 0.19% (n = 320,000). TRPV1-expressing cells, Fluo-8 calcium influx, agonist mode; in the data active means activation above about 80%; inconclusive means between about 30% and that limit; further: 0% is about no effect
# Target sequence (Q8NER1 whole entry, looked up): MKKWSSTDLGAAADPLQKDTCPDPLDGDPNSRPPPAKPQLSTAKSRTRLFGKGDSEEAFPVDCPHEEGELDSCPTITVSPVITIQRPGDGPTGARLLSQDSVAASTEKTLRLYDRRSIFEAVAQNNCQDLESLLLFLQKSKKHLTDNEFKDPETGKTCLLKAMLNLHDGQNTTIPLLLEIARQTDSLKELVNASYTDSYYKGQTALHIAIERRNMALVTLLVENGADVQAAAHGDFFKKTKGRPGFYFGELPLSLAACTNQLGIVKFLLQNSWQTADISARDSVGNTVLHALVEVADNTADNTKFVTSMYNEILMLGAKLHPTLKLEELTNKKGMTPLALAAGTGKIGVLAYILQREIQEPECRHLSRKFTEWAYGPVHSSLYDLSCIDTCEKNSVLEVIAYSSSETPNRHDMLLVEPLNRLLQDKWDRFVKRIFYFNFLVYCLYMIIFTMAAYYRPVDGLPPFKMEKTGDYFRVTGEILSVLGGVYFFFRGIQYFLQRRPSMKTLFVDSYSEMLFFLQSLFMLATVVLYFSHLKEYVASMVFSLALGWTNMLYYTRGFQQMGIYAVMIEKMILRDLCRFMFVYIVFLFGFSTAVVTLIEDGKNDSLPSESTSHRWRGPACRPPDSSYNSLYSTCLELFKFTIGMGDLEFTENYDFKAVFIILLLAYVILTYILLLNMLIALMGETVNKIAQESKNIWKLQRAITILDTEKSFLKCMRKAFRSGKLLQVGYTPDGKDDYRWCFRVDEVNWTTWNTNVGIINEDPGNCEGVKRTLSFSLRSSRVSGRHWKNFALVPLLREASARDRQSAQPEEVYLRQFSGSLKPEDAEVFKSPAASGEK
#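 Cells expressing TRPV1 were dye-loaded with Fluo-8 and read kinetically: 10 s baseline, 3 min after compound (agonist portion), then 2 min after EC20 capsaicin (allosteric enhancer portion). Calcium-bound dye fluorescence at 480/520 nm.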
# Rab9 promoter act – qHTS Assay for Rab9 Promoter Activators | actives 2.8% (n = 320,000) | Huh7 Rab9 promoter-luciferase reporter, luminescence, 24 h | AID 485297, 2010 | Potency, µM (doses to about 9.22 µM), for the others: top-dose activation, negative = inhibition, usual class: activators; further: potency means the concentration at half of the fitted maximal effect; % of control where 0% means no effect; nearly all actives have a fitted effect of over 60% in size
#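 Promoter activation is measured as luciferase luminescence in Huh7 cells stably transfected with a Rab9 promoter–luciferase construct, following 24 h compound exposure at 37 °C and 10 min reagent incubation at ambient temperature.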
# ELG1 genotoxic – qHTS screen for small molecules that induce genotoxicity in human embryonic kidney (HEK293T) cells expressing luciferase-tagged ELG1 | Potency, µM (titrated, usually from 46 µM), inactives show at the top dose activity change, positive = activation, actives largely listed as activators | HEK293T ELG1-luciferase reporter, luminescence, 16 h | actives 1.3% (n = 330,000) | AID 504466, 2011; further: potency means the concentration at half of the fitted maximal effect; % of control where 0% means no effect; nearly all actives have a fitted effect of over 60% in size
#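 After overnight (16 hr) compound treatment at 37 °C, ELG1-luciferase HEK293T cells were lysed with ONE-Glo; luminescence quantified 30 min later at room temperature.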
# BRCA1 expr act – qHTS Assay to Identify Small Molecule Activators of BRCA1 Expression | MCF7-BRCA1-FFLuc reporter, luminescence, 48 h; response scale: scaled: vehicle 0%, 10 µM genistein 100% | Potency, µM (highest dose often 46.1 µM), inactives show at the top dose activation, hits mostly activators | actives 1.1% (n = 380,000) | AID 624202, 2012; further: potency means the concentration at half of the fitted maximal effect; nearly all actives have a fitted effect of over 80% in size; some results filed as inactive show a strong effect at the top dose
#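 MCF7-BRCA1-FFLuc cells, 2000/well in phenol-red-free MEM, attached 2 h then treated 48 h at 37 C. Luciferase luminescence read 15 min after reagent; normalized to genistein maximum activation (10microM) and DMSO, concentration-response fitted.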
# RORgamma inh – qHTS for inhibitors of ROR gamma transcriptional activity; AID 2551, 2010; Nuclear receptor ROR-gamma (Mus musculus), P51450; Drosophila S2 Gal4-RORgamma UAS-luciferase reporter, 20 h; Potency, µM (titrated, usually from 53.6 µM), inactives show at the highest dose activity change, negative = inhibition, usual class: inhibitors; actives 5.4% (n = 310,000); further: potency means the concentration at half of the fitted maximal effect; on the % scale 0 is the no-effect control and ±100 the full control effect; nearly all actives have a fitted effect of over 60% in size
#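 In this cell-based reporter format, copper sulfate (700 uM final) drives Gal4–ROR gamma fusion expression from a metallothionein promoter in Drosophila Schneider cells; compounds preincubated 1 hr, reporter read after 20 hr at ambient temperature.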
# VP16 counter – VP16 counterscreen qHTS for inhibitors of ROR gamma transcriptional activity | actives 3.5% (n = 310,000) | Drosophila S2 Gal4-VP16 UAS-luciferase, luminescence, 20 h | Potency, µM (top dose mostly 53.6 µM), without a hit: at the highest dose activity, negative = inhibition, hits mostly inhibitors;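 further: Gal4-VP16 expression switched on by copper sulfate through the metallothionein promoter; potency means the concentration at half of the fitted maximal effect; on the % scale 0 is the no-effect control and ±100 the full control effect; nearly all actives have a fitted effect of over 50% in size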
# p53 reactivator – qHTS assay for re-activators of p53 using a Luc reporter; AID 504706, 2011; H1299 p53-A138V BP100-luciferase reporter, luminescence, 24 h; Potency, µM (top dose mostly 92.2 µM), for inactives: top-dose activity change, positive = activation, actives largely listed as activators; actives 0.063% (n = 320,000); further: potency means the concentration at half of the fitted maximal effect; % of control where 0% means no effect; nearly all actives have a fitted effect of over 45% in size
#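 H1299 (p53-null), stable ts p53-A138V + BP100-Luc; 1000 cells/well, Opti-MEM/10% FBS; cpd 4 pt, 1:5; 24 h, 37 deg C, 5% CO2; detection reagent 10 min RT; luminescence.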
# ELG1 repair inh – qHTS screen for small molecules that inhibit ELG1-dependent DNA repair in human embryonic kidney (HEK293T) cells expressing luciferase-tagged ELG1. HEK293T ELG1-luciferase reporter, luminescence, 16 h; DNA damage induced by 5-fluorouridine. Potency, µM (titrated, usually from 46.1 µM), inactives show at the top dose activity change, negative = inhibition, actives largely listed as inhibitors. actives 2.3% (n = 330,000). AID 504467, 2011; further: potency means the concentration at half of the fitted maximal effect; on the % scale 0 is the no-effect control and ±100 the full control effect; nearly all actives have a fitted effect of over 55% in size
#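 In this reporter screen, reduction of luminescence relative to DMSO vehicle indicated activity. Compounds and 5-fluorouridine were added together to 2,000 cells per well, incubated for 16 hr at 37 °C, then developed with ONE-Glo.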
# NPC1 prom act – qHTS Assay for NPC1 Promoter Activators; AID 485313, 2010; actives 2.4% (n = 320,000); Potency, µM (doses to about 9.22 µM), for inactives: at the top dose activation, actives largely listed as activators; Huh7 NPC1 promoter luciferase reporter, 24 h;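 further: potency means the concentration at half of the fitted maximal effect; % of control where 0% means no effect; nearly all actives have a fitted effect of over 60% in size; reporter is driven by a mutant NPC1 promoter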
#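 In 1536-well qHTS, Huh7 cells harboring an NPC1 promoter–luciferase construct received compound for 24 h; activation was quantified by luminescence following luciferase reagent addition.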
# FLuc counter – qHTS profiling assay for firefly luciferase inhibitor/activator using purifed enzyme and Km concentrations of substrates (counterscreen for miR-21 project). Luciferin 4-monooxygenase (Photinus pyralis), P08659. purified FLuc, Km substrates, luminescence inhibition. Potency, µM (top dose mostly 57.5 µM), for the others: at the top dose activity change, negative = inhibition, actives largely listed as inhibitors. actives 6.9% (n = 360,000). AID 588342, 2011;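 further: potency means the concentration at half of the fitted maximal effect; plate controls were vehicle for no effect and reference inhibitor for full effect; nearly all actives have a fitted effect of over 55% in size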
#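 Purified P. pyralis luciferase (10nM final) with 10uM D-luciferin and 10uM ATP (Km levels) in 50mM Tris acetate pH 7.5, 10mM Mg acetate, 0.01% Tween-20, 0.05% BSA; qHTS 6-point titration, ~60 µM downward; luminescence read.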
# The depositor's hits bear a star; ? = inconclusive; nt = no result given; & = joins results of further samples; [ ] = dose if it differs, or a comment. Unless noted, the call rests on the fitted dose curve; in most records, active means well fitted curve in the direction sought with a large enough effect; inconclusive means small, poorly fitted or top-dose-only effect, or another doubt; inactive means no such curve, though single readings can be large; an effect the other way counts as inactive or inconclusive.
compound	Tb PFK inh	TRPV1 agonist	Rab9 promoter act	ELG1 genotoxic	BRCA1 expr act	RORgamma inh	VP16 counter	p53 reactivator	ELG1 repair inh	NPC1 prom act	FLuc counter
Cc1ccnc(SC2CC(=O)N(c3ccc([N+](=O)[O-])cc3)C2=O)n1 (stereo not given)	1%	-1	2%	-5%	-10%	?	?	?	4%	3%	-3%
O=C(NCc1ccco1)c1ccc([N+](=O)[O-])o1	-15%	-1	0%	-7%	-33%	5µM*	2%	?	-12%	3%	-4%
O=C(Nc1cccn2ncnc12)c1ccc(Cl)cc1Cl	-4%	19	-1%	1%	16%	-30%	-1%	-4%	-21%	15%	-2%
Cc1ccc([N+](=O)[O-])cc1S(=O)(=O)Nc1cccc(-c2ccc(N3CCOCC3)nn2)c1	-9%	3	?	9.2µM*	67%	nt	nt	9%	?	20%	3µM*
COc1ccc(C(=O)Nc2ccccc2C(=O)Nc2cccnc2)cc1	4%	?	26%	?	?	4%	-5%	11%	?	30%	4.3µM*
Cc1cc(NC(=O)CCC(=O)N(CC(=O)NC2CCCC2)Cc2ccc3c(c2)OCO3)no1	8%	0	-4%	0%	-2%	-18%	24%	3%	-11%	-1%	-3%
CN(C)S(=O)(=O)c1ccc(N2CCCC2)c(C(=O)N2CCN(S(=O)(=O)c3ccc(F)cc3)CC2)c1	-9%	3	-2%	-4%	-6%	nt	nt	-1%	2%	5%	-2%
COc1ccc(C(=O)Nc2cc([N+](=O)[O-])ccc2N2CCN(C)CC2)cc1	-2%	2	-7%	1%	-6%	-6%	3%	5%	-4%	-2%	0%
O=C(COc1ccccc1F)Nc1cc(S(=O)(=O)Nc2cccc(Cl)c2)ccc1O	-3%	0	?	1%	-1%	nt	nt	-2%	-1%	1%	-2%
COc1ccc([N+](=O)[O-])cc1NC(=O)C(C)Sc1nc(-c2ccccc2)cs1 (stereo not given)	3%	-2	-2%	-1%	-16%	33%	-12%	-1%	-20%	-2%	-9%
Cc1noc(/C=C/c2cccs2)c1S(=O)(=O)N1CCC(C(=O)NCCCN2CCCC(C)C2)CC1 (stereo not given)	-5%	4	-5%	1%	-23%	3%	3%	17%	13%	-2%	2%
COc1ccc(C(C(=O)NC(C)(C)C)N(Cc2cccnc2)C(=O)CCC(=O)Nc2cc(C)on2)cc1 (stereo not given)	0%	-1	-1%	0%	-4%	3%	-1%	6%	10%	-4%	0%
CCc1ccccc1NC(=O)CN(c1ccc(OC)cc1OC)S(=O)(=O)c1ccccc1	3%	0	-5%	-10%	-22%	?	0%	8%	-2%	0%	3%
COc1ccc(NC(=O)c2cc(S(=O)(=O)N3CCc4ccccc43)cn2C)c(OC)c1	5%	5	3%	1%	-28%	?	2%	nt	-22%	-5%	11%
Cc1ccc(CNS(=O)(=O)c2ccc3c(c2)NC(=O)CO3)cc1	-7%	10	0%	0%	-18%	6%	-2%	-5%	3%	-1%	2%
Cc1ccc(S(=O)(=O)N2CCCN(S(=O)(=O)c3ccc4c(c3)OCCO4)CC2)cc1	1%	10	0%	2%	-9%&-39%	80%	-8%	1%	?	9%	2%
O=C1NC(=O)c2cc(Nc3ccccc3)c(Nc3ccccc3)cc21	nt	nt	-29%[46.1 µM]	nt	-40%	35%	-3%	nt	nt	-17%[46.1 µM]	nt
COC(=O)c1ccc(NC(=O)CSc2nn3c(=O)c(C)nnc3s2)cc1	-1%	-5	6%	1%	0%	-19%	-1%	-2%	?	-4%	0%
CC(C)CC(NC(=O)c1cccc(Cl)c1)C(=O)O (stereo not given)	-7%	-2	-2%	1%	-3%	0%	-8%	20%	-6%	3%	-5%
CCCCCCN1C=C/C(=C\C=C(C#N)C#N)c2ccccc21	0%	-3	-10%	0%	-54%	-10%	-15%	-8%	?	-5%	?
O=C(Nc1ccccc1)NC1CC2CCC(C1)N2Cc1nnnn1Cc1ccc2c(c1)OCO2 (stereo not given)	0%	3	-2%	-5%	-33%	8%	-23%	-13%	?	-1%	0%[2.3 µM]
CCc1ccc(N2C(=O)C3C4CCC(C4=C(C)C)C3C2=O)cc1 (stereo not given)	-5%	24	2%	0%	-26%	-7%	-3%	8%	-5%	-3%	-3%
CCCC(=O)Nc1nc2ccc(OCC)cc2s1	3%	11	2.2µM*	?	6.3µM*	?	-26%	3.2µM*	?	2.8µM*	11µM*
O=C(CNS(=O)(=O)c1ccc(Br)cc1)NCc1cccnc1	-3%	0	2%	1%	1%	3%	3%	16%	15%	1%	4%
O=C1CN(C(=O)COC(=O)c2ccc(Br)o2)c2ccccc2N1	-8%	nt	nt	-1%	-15%	nt	nt	-5%	0%	nt	nt

compound	Tb PFK inh	TRPV1 agonist	Rab9 promoter act	ELG1 genotoxic	BRCA1 expr act	RORgamma inh	VP16 counter	p53 reactivator	ELG1 repair inh	NPC1 prom act	FLuc counter
CCOC(=O)C1Cc2ccccc2CN1 (stereo not given)	4%	-2	-4%	4%	6%	-15%	-13%	2%	3%	6%	2%
CCCC1CCC(=C(C#N)C(N)=O)CC1 (stereo not given)	-1%	1	-1%	4%	-1%	9%	3%	-4%	15%	-1%	-13%
Cc1ccc(NCc2n[nH]c(=S)n2-c2ccccc2)cc1	-8%	-1	-10%	-1%	5%	8.9µM*	-5%	17%	-1%	-1%	-10%
COc1ccc(/C=N/NC(=O)CNC(=O)/C=C/c2ccccc2OC)cc1	12%	-1	-1%	-1%	-10%	1%	1%	3%	1%	-1%	-17%
Cc1ccc2c(c1)N(S(=O)(=O)c1cc(-c3onc(C)c3C)ccc1C)CCO2	-2%	?	-17%	-4%	-47%&-30%	-15%	-10%	-2%	?	-9%	3%&0%
COc1ccc(C(CNC(=O)c2cccc(S(=O)(=O)Nc3cccc(C)c3)c2)N2CCOCC2)cc1 (stereo not given)	19%	1	5%	-5%	-37%	nt	nt	9%	-1%	0%	-2%
CC(C)(C)C(=O)Nc1ccc(-c2cc3cc(Cl)ccc3o2)cc1	1%	-2	0.32µM*	?	?	-17%	2%	7%	?	?	0.19µM*
CC1CCCC(NC(=O)CCS(=O)(=O)c2cc3c(cc2Cl)NC(=O)CO3)C1C (stereo not given)	0%	11	-3%	-2%	-6%	-6%	-7%	-12%	-4%	0%	-3%
Cn1c(=O)n(C)c2cc(S(=O)(=O)N3CCN(c4ccccc4)CC3)ccc21	2%	0	-6%	5%	-11%	-16%	-1%	-3%	8%	-4%	0%
NC(=S)c1c(Cl)cc(C(F)(F)F)cc1Cl	2%	1	10%	-1%	1%	-30%	-5%	-2%	-22%	-1%	3%
CCOc1c(C)cc(S(=O)(=O)NCc2ccccn2)c(C)c1C	-1%	10	-3%	-9%	-13%	?	3%	5%	-18%	-5%	0%
CCCCn1c(N)c(N(CC)C(=O)c2ccc(Cl)c([N+](=O)[O-])c2)c(=O)[nH]c1=O	-7%	-1	-4%	-1%	-8%	-22%	0%	-2%	4%	0%	5%
CCOC(=O)c1c(C)nc2sc3c(c2c1-c1ccc(OC)cc1)NC(c1ccc(OC)cc1)NC3=O (stereo not given)	2%	-7	-8%	-4%	2%	2%	-9%	-5%	?	2%	-1%
COc1ccc(NC(=O)N2CCCC2C(=O)NCCc2ccccc2)cc1 (stereo not given)	-2%	-4	-1%	1%	18%	12%	-6%	nt	13%	-3%	4%
NS(=O)(=O)c1ccc(N/N=C/c2ccc[nH]2)c([N+](=O)[O-])c1	-2%	4	-20%	0%	1%	5%	3%	-5%	?	-23%	-5%
NS(=O)(=O)c1ccc(NC(=O)CSc2nc3ccccc3n2-c2ccccc2)cc1	?	?	1%	-3%	-73%	8%	-2%	-2%	?	-2%	-2%
CC(=O)Nc1ccc(C(=O)OCCc2ccccc2)cc1	-9%	21	18%	?	5µM*	14%	0%	?	?	17%	12µM*
